# MDM2 E3 inh: Mdm2 E3 ligase (human) inhibition. Q00987. AID 1230. cell-based MDM2 ubiquitination luciferase reporter, 2 h; 0 = plate control, 100 = twice control, blank-subtracted. hit rate 0.11% among 210,000. signal enhancement, % at 5 µM;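 active = signal enhancement of 30% or more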;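 also: luminescence tracks abundance of the self-degrading MDM2-luciferase fusion protein; higher signal means inhibition of MDM2 E3 ligase activity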
# Target sequence (Q00987 whole entry, looked up, the tested form may be a part): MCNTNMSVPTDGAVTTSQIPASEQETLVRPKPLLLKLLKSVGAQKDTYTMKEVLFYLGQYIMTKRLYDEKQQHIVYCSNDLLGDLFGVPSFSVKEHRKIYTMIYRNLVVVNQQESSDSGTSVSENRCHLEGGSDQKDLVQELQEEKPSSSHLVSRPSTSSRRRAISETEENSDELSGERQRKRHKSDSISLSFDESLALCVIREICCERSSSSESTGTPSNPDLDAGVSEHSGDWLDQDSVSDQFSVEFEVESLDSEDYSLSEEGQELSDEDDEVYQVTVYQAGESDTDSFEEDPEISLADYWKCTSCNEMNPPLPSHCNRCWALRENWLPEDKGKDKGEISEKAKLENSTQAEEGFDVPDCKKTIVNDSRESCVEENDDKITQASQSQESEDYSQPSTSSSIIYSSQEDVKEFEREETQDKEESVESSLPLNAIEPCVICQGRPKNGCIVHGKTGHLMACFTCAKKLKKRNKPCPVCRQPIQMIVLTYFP
#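 Timing – 2 h compound exposure at 37 °C · Assay system – mammalian cells stably expressing self-ubiquitinating, self-degrading MDM2 E3–luciferase fusion · Amount – 2000 cells seeded into each well · Measure – % luminescence enhancement versus blank-corrected plate control mean · Measured by – SteadyLite luminescence, 15 min reagent step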
# KCC2 mod: KCC2 (human) Cl- transport modulation; Q9H2X9; AID 1456; hit rate 2.2% among 190,000; B-score of Tl+ flux slope (higher = more flux/activation; lower = inhibition) at 10 µM; KCC2 cells, thallium flux FluoZin-2 fluorescence;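 active = thallium flux slope and its plate-corrected score both differing from the plate sample mean at a set confidence after two filtering rounds, in either direction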;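 also: slope of fluorescence scaled to starting intensity during 10 to 20 s after thallium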
# Rad51 HR inh: blocks human Rad51 in homologous recombination; hRad51 DNA strand exchange, fluorescence dequenching; hit rate 0.085% among 200,000; inhibition, % at 10 µM; Q06609;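 active = inhibition above 40% at the single screening dose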;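 also: 0% = DMSO control wells and 100% = blanks with heterologous ssDNA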
# Target sequence (Q06609 whole entry, looked up): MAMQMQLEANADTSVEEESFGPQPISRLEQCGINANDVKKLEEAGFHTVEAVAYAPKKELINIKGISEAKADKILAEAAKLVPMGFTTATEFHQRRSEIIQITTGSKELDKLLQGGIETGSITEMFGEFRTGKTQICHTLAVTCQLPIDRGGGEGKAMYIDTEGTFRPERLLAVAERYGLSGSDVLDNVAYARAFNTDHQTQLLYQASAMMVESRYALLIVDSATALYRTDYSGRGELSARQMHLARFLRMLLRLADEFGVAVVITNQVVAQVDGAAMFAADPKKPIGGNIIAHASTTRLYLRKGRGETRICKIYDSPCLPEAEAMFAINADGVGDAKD
#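 Test system: preformed human Rad51 ssDNA filaments. Compound dosing: single dose, 10 µM final compound. Incubation: filaments 15 min 37 °C, then compound 30 min. Technique: FRET fluorescence dequenching, excitation 485 nm, emission 520 nm. Read-out basis: percent inhibition from fluorescence, normalised to plate control and blank means. Benchmarks: plate controls and plate blanks.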
# zVAD death inh: blocks zVAD induced death of L929 cells. hit rate 0.38% among 220,000. AID 1377. L929 zVAD necroptosis rescue, ATP luminescence, 24 h; with zVAD 60 µM. viability rescue, % at 10 µM;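 active = activation, scaled between plate controls, above about 75%, limit read from the data; inactive = activation under that limit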;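 also: 0% = zVAD with DMSO and 100% = DMSO alone without zVAD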
# Calpain2 inh: calpain II (pig) inhibition | purified calpain II, fluorogenic peptide substrate, 30 min | inhibition, % at 16 µM | hit rate 0.37% among 220,000 | AID 1236;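 active = inhibition above about 50%, limit read from the data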
# PERK inhibitor: inhibitors of human PERK kinase | AID 1416 | CHO PERK-DD fusion, SEAP luminescence translation reporter | inhibition, % at 5.6 µM | hit rate 0.17% among 220,000 | Q9NZJ5;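 active = inhibition above the mean inhibition of all tested compounds plus 3 SD, set separately per screening campaign, cut at about 2.9% in these data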;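 also: PERK kinase domain activated by AP20187 dimerizer at 100 nM; 0% = DMSO with dimerizer and 100% = rapamycin at 8.4 µM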
# TNF death inh: TNF-alpha cell death inhibition in Jurkat FADD-/- cells; AID 463075; hit rate 0.068% among 220,000; activation (protection from cell death), % at 10 µM; Jurkat FADD-/- TNF necroptosis rescue, ATP luminescence, 24 h; 0 = TNF only, 100 = no-TNF cells;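 active = activation, meaning protection from cell death, of at least 50% relative to plate controls; inactive = activation below 50%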;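 also: necroptosis triggered by 40 ng/mL TNF-alpha added together with compound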
# EBV gp42 inh: inhibitors of Epstein-Barr virus glycoprotein 42; Q1HVG2; Fluorescence polarization binding assay, mP read-out; inhibition, % (tested at 21.74 µM); hit rate 0.42% among 220,000; AID 1085; in the data active = inhibition above about 50%
# Target sequence (Q1HVG2 whole entry, looked up): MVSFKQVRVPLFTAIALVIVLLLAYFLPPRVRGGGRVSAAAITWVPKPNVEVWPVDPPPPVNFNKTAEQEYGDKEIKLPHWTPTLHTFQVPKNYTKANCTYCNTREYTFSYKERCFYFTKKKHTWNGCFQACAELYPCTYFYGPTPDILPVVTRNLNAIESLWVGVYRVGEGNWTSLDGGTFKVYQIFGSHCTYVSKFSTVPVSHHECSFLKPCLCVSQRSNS
# eIF4E 4G PPI: inhibitors of eIF4E and eIF4G interaction in translation initiation | P63073+Q04637 | TR-FRET eIF4E-eIF4GI(517-606) binding, 2 h | inhibition, % at 21.7 µM | hit rate 0.37% among 220,000 | AID 782;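 active = inhibition above about 30%, limit read from the data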;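 also: 0% = full FRET control wells and 100% = background wells lacking eIF4GI fragment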
# * marks the source's active call; other numbers are inactive results; x = no result given; [ ] = remark or other dose.
Structure,EBV gp42 inh,Calpain2 inh,TNF death inh,KCC2 mod,zVAD death inh,eIF4E 4G PPI,MDM2 E3 inh,PERK inhibitor,Rad51 HR inh
COc1cc(CNC2CCCC2)cc(Br)c1OCC(=O)Nc1ccccc1C,-8,26,1.9,0.099,0.1,-1,1,-0.6,5
CCOC(=O)C1C(=O)C(C(C)=O)C(=O)CC1CC(C)SCC (stereo unspecified),-6,-9,0.2,0.89,-0.5,3[fluorescence artefact?],-12,0.3,12
COC(=O)c1c(C)oc(C)c1S(=O)(=O)N1CCOCC1,-9,4,2.5,0.93,0.4,-2,-12,0.1,8
CNC(=O)c1ccsc1NC(=O)c1ccc(Cl)s1,-12,-7,1.1,0.84,1.0,-2,-15,0.7,-4
CC1CCC(C(C)C)C(=O)/C1=C\c1ccc(NC(=O)CCC(=O)O)cc1 (stereo unspecified),-13,-4,-0.9,0.62,1.5,-6,-15,1.7,-1
Cn1c(SCC(=O)NC2CC2)nnc1-c1cccc(NC(=O)c2ccccc2F)c1,1,-26,-0.2,0.65,0.2,3,-7,-0.1,6
CC[n+]1c(P(=O)([O-])c2ccccc2)[nH]c2ccccc21,-9,15,-0.4,x,0.3,0,-5,0.7,-4
CSCC[C@@H](C(=O)NCc1cccs1)N1Cc2ccccc2C1=O,-22,-2,-0.7,x,-1.0,2,-11,-0.7,-2
Cc1ccccc1CN(C)CC(=O)Nc1c(C)cccc1C(C)C,-1,9,2.9,-0.2,0.9,1,-70,1.1,x
COc1ccc(C(=O)NCC(=O)N/N=C(C)\C=C\c2ccccc2)cc1OC,5,-15,2.9,0.092,-0.1,0,-8,0.3,x
CC(C)CC(NC(=O)CC12CC3CC(CC(C3)C1)C2)C(=O)NC1=NCCS1 (stereo unspecified),4,-9,-0.8,-0.62,0.1,3,-3,0.5,18
Cc1[nH]c2ccccc2c1NC(=O)CN1CCN(c2cccc(C(F)(F)F)c2)CC1,-5,-12,-6.7,0.52,0.1,4,-2,0.3,4
N#C/C(=C\c1ccc(N2CCCC2)c([N+](=O)[O-])c1)c1nc2ccccc2[nH]1,-6,-162,-4.9,0.099,1.3,-40,-14,-0.8,10
CCCCN(CCCC)CCCNC(=O)C1CC(c2ccc(C(F)(F)F)cc2)=NO1 (stereo unspecified),-19,4,2.5,-1.6,2.2,-1,-15,x,-8
COc1ccc(OC(=O)c2cc(S(=O)(=O)N3CCCC3)ccc2Cl)cc1,-10,-43,-0.4,x,-1.2,-1,-8,-0.8,-9
CC(C)NC(=O)CSc1c2c(nc3ccccc13)CCCC2,-15,-1,2.5,-1.2,-1.3,3,-2,0.5,-11
O=C(c1ccccc1)N1CCC(O)(c2cccnc2)CC1,-4,2,1.2,-3,0.8,4,-25,0.0,x
CCNC(=S)NNc1nc(N2CCCCC2)nc(N2CCOCC2)n1,-19,14,1.6,0.21,0.3,-4,5,0.2,7
CCOC(=O)C(NC(=O)c1ccc(Cl)cc1Cl)(Nc1ccc(C)cc1)C(F)(F)F (stereo unspecified),-8,0,-5.9,0.4,-0.1,0,-8,0.0,x
COn1cnnc1-c1ccccc1,-53,6,0.0,x,0.4,6[fluorescence artefact?],-8,0.7,6
O=C(O)C1CCN(C(=O)c2scc3c2OCCO3)CC1,-2,-4,-0.1,x,0.7,7,-13,-0.8,-9
Cc1ccc(NS(=O)(=O)c2cc(C(=O)OCC(=O)NCC3CCCO3)ccc2C)cc1 (stereo unspecified),-2,28,-0.4,-0.33,0.6,-4,-16,-0.1,-8
COc1ccc(CCNC(=O)c2c(O)c3cccc4c3n(c2=O)CC4)cc1,-4,-4,1.2,0.063,0.5,-1,0,-0.7,-3
Cc1nc(C)c(C(=O)N(c2ccc(C)c(C)c2)C(C(=O)NCc2ccco2)c2ccccc2)s1 (stereo unspecified),-13,10,-3.5,x,-0.3,3,7,-0.4,-6
CCOc1ccccc1Nc1nc(-c2sc(NC(=O)c3ccc([N+](=O)[O-])cc3)nc2C)cs1,-8,-277,-4.9,-0.53,-0.3,-29,-12,0.3,7
CC1=Nc2cccc3cccc(c23)N1C,-18,15,0.4,0.076,-0.1,27,2,1.3,15
COc1ccc(C(=O)CC(=O)C(=O)NCCc2cccc(C)c2)cc1,-2,-6,0.5,8.3*,-0.1,19[fluorescence artefact?],-3,-1.6,5
O=C(Nc1cccc([N+](=O)[O-])c1)c1ccc2c(c1)OCCO2,-15,15,1.8,-0.029,1.3,-3,-22,0.4,7
NC(=O)SC/C(=N\S(=O)(=O)c1ccccc1)Nc1ccccc1,-1,1,1.9,-0.074,0.7,0,-7,-1.1,-3
CCOC(=O)CCc1c(C)c(C#N)c2nc3ccccc3n2c1-n1ccnc1,-9,-444,-1.5,0.37,-0.3,2,-21,1.4,0
Cc1cc(Nc2cccc([N+](=O)[O-])c2)c2ccccc2n1,-9,-8,4.5,x,-1.4,4,12,-0.7,-6
CCCCNC(=O)C(CC)Sc1nc2sc(C(=O)OC)c(C)c2c(=O)n1N (stereo unspecified),-10,-119,-5.2,-0.24,0.2,-3,0,0.2,-2
O=C(O)C1=C[C@H](c2ccc(C(F)(F)F)cc2)C[C@H](OCc2ccc(CO)cc2)O1,-12,19,0.3,-0.14,0.8,1,x,1.5,9
CCOc1ccc(N2C(=O)CC(N(CCc3ccc(OC)cc3)C(=O)c3cccc(F)c3)C2=O)cc1 (stereo unspecified),8,35,1.5,-0.1,0.9,2,-15,-0.5,3
Cc1ccc(N2CC(C(=O)Nc3cccc(F)c3)CC2=O)cc1 (stereo unspecified),-10,-11,0.3,x,0.9,2,-20,1.3,-1
Cc1cc(C)c(C)c(S(=O)(=O)N2CCN(c3ccc(O)cc3)CC2)c1C,12,-4,-4.1,-0.0078,0.8,1,-12,0.1,-1
C=CCn1c(SCC(=O)NC2CCCCC2)nc2ccccc2c1=O,-8,-6,0.8,0.43,2.6,0,2,0.8,0
COc1ccc(/C(N)=C/C(=O)C(C)(C)C)cc1,-2,21,-1.0,1.1,0.3,3,0,-0.1,-8
CCCCNc1nc(NC)nc(Cl)c1SC,-1,-28,-0.2,-0.00083,1.8,1,-9,0.7,-12
O=C(Nc1ccccc1N1CCCCC1)c1cccc([N+](=O)[O-])c1,-3,14,-0.7,-0.19,-0.5,0,-1,0.8,-6
CCCC[C@H](CN(N=O)[C@@H](Cc1ccccc1)CN(C)N=O)N(CCc1ccccc1)N=O,-9,16,5.4,0.46,0.3,-3,x,0.8,8
C/C(=N\NC(=O)c1cccnc1)c1ccc(C)c([N+](=O)[O-])c1,-9,5,-0.5,1,1.4,4,-42,1.5,0
O=C(CNC(=O)C(c1ccccc1)c1ccccc1)OCC(=O)c1cccs1,-10,4,1.9,-0.52,0.2,6,6,0.9,1
CCOc1ccccc1NC(=O)CCN1CCN(S(=O)(=O)c2ccc(OC)cc2)CC1,-22,-9,2.4,x,-0.3,1,-13,0.1,x
Cc1ccc(C(=O)C2CCN(CC(=O)Nc3nc(C)cs3)CC2)cc1,-17,-6,-7.5,-1.6,0.5,-2,-13,-0.7,1
CCN1C(=O)CCC(C(=O)O)C1c1ccc(OC)cc1 (stereo unspecified),-3,17,0.6,0.26,-0.1,4,-11,0.1,-14
CSc1ccccc1NC(=O)CSCc1ccc(Br)cc1,9,18,3.8,-1.3,-0.5,10,-10,-0.6,x
S=c1[nH]c2ccccc2n2cccc12,-10,-4,1.2,22*,26,-8,-18,0.1,12
Cc1ccc(NC(=O)CN(c2ccccc2)S(=O)(=O)N(C)C)cc1C,-6,21,-0.8,0.2,-0.5,2[fluorescence artefact?],-17,-0.6,5
C=CCn1c(SCC(=O)Nc2cc(NC(C)=O)ccc2OC)nnc1-c1ccccn1,-3,-38,0.4,-0.019,0.1,2[fluorescence artefact?],-4,-0.9,-4
Clc1ccc(-c2ncc3ccccn23)cc1,-25,-339,-1.1,2.7,3.5,7,-22,0.9,-18
Cc1nc(/C(=N/O)C(N)=O)cs1,-5,-22,0.8,0.66,1.5,-5,-7,1.7,17
Cc1c(C)n(C)c2ccc([N+](=O)[O-])cc12,-15,18,-1.4,-1,0.1,-10,3,0.4,-8
CCN(CC)CC(C)OC(=O)c1cc(OC)c(OC)c(OC)c1 (stereo unspecified),-4,-8,0.5,0.0096,-0.2,-9[fluorescence artefact?],-1,0.1,-1
COc1ccc(OC)c(Nc2nc(-c3sc(N)nc3C)cs2)c1,-10,4,-0.6,-0.015,2.6,-2,-13,0.6,3
COC(=O)CNC(=O)/C=C/c1ccc(OC)cc1,-5,-12,-1.1,0.56,0.0,-8,-11,0.8,2
CCc1n[nH]c(=S)n1/N=C/c1c[nH]c2ccc(Br)cc12,8,-58,-1.9,0.65,5.0,9,-7,-0.4,9
O=C(Nc1cc(S(=O)(=O)N2CCOCC2)ccc1Cl)c1cc(=O)c2ccccc2o1,6,27,-0.1,-0.3,-0.5,-3,-50,-0.3,-11
O=C(O)CC/C(=N/NC(=O)c1cccs1)c1ccccc1,-1,24,0.4,-0.87,-0.5,3,-8,0.4,x
Cc1cc(C)n(/N=C/c2cccc(O)c2)c(=O)c1C(N)=O,1,1,1.0,x,1.5,-10,-8,2.0,9

# 3 of these compounds in another layout:
Cc1c(C)n(C)c2ccc([N+](=O)[O-])cc12
  EBV gp42 inh = -15
  Calpain2 inh = 18
  TNF death inh = -1.4
  KCC2 mod = -1
  zVAD death inh = 0.1
  eIF4E 4G PPI = -10
  MDM2 E3 inh = 3
  PERK inhibitor = 0.4
  Rad51 HR inh = -8

CCN(CC)CC(C)OC(=O)c1cc(OC)c(OC)c(OC)c1 (stereo unspecified)
  EBV gp42 inh = -4
  Calpain2 inh = -8
  TNF death inh = 0.5
  KCC2 mod = 0.0096
  zVAD death inh = -0.2
  eIF4E 4G PPI = -9[fluorescence artefact?]
  MDM2 E3 inh = -1
  PERK inhibitor = 0.1
  Rad51 HR inh = -1

COc1ccc(OC)c(Nc2nc(-c3sc(N)nc3C)cs2)c1
  EBV gp42 inh = -10
  Calpain2 inh = 4
  TNF death inh = -0.6
  KCC2 mod = -0.015
  zVAD death inh = 2.6
  eIF4E 4G PPI = -2
  MDM2 E3 inh = -13
  PERK inhibitor = 0.6
  Rad51 HR inh = 3

# (cont.)
Structure,EBV gp42 inh,Calpain2 inh,TNF death inh,KCC2 mod,zVAD death inh,eIF4E 4G PPI,MDM2 E3 inh,PERK inhibitor,Rad51 HR inh
Cc1ccc(NC(=O)c2ccc(Cl)nc2)cc1,-3,6,0.7,-0.77,1.4,0,6,1.0,3
O=c1cc(N2CCC(Cc3ccccc3)CC2)[nH]c(=O)n1C1CCCCC1,-9,12,2.0,x,48,2,-12,0.8,1
Cc1noc(C)c1S(=O)(=O)N(CC(=O)N1CCCCCC1)c1ccc(C(C)C)cc1,-2,-6,-0.1,-0.14,-1.1,-1,-4,0.4,-2
O=C(NN=C1c2ccccc2-c2ccccc21)c1ccccc1Br,-13,4,-2.2,14*,0.3,-10,-23,-0.2,-3
O=C(NCc1nc(-c2ccc(C(F)(F)F)cc2)no1)c1cccs1,5,16,2.8,-1.5,0.1,-4,6,1.1,x
Cc1ccc(NC(=S)c2nc3ccccc3[nH]2)c(C)c1,-8,20,-1.1,65*,0.4,0[fluorescence artefact?],-22,-1.1,1
CCS(=O)(=O)NCc1csc(-c2ccccc2)n1,-2,0,1.3,-0.58,0.7,4,-21,0.5,2

# Rows are unselected. About 3.6% of those tested had a hit in this group.
